Bioassay records: PubChem BioAssay, Broad Institute
E-sel inducer – E-selectin induction in HUVECs, primary screen, imaging, HUVEC, immunofluorescence imaging, single point. P16581. normalized: neutral wells 0, TNF-alpha wells 100. activation, % at 7.58 µM. 260,000 tested, 0.37% active. AID 686992, 2013;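 active = mean E-selectin-positive cell signal at least 10% of the positive control, reached in at least 60% of replicates, without over 20% cell loss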;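 also: in these data hits start at about 27%; measured in HUVEC primary endothelial cells; signal is the percent of cells scored E-selectin positive by PE staining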
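System: HUVEC, human umbilical vein endothelial cells; quantity: 3,000 cells/well; buffer or medium: EGM-2 medium, gelatin-coated wells; dosing: single-point compound dose; detection: immunofluorescence imaging; evaluation: % PE-positive cells; benchmarks: TNF-alpha, DMSO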
esBAF inh – Bmi1 luciferase reporter increase in mESCs, primary screen, esBAF inhibitor project, mouse ES cells, Bmi1 luciferase knock-in, single point. AID 602393, 2012. 350,000 tested, 2% active. 24 h; 100% = twice the neutral-well signal. reporter increase, % at 12.5 µM; in the data active = activation above about 40%;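 also: 0% = median of the plate's neutral control wells and 100% = double that signal; a rise in the Bmi1 reporter signal indicates esBAF inhibition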
ERAP1 inh – human ERAP1 aminopeptidase inhibitors, primary screen, biochemical, single point, plate reader; recombinant ERAP1, Leu-AMC fluorescence, 60 min; inhibition, % at 10.7 µM; AID 652197, 2013; Endoplasmic reticulum aminopeptidase 1 (Homo sapiens), Q9NZ08; 340,000 tested, 0.15% active;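 active = mean replicate inhibition of at least 30%, or all replicates individually reaching that 30% level; inactive = mean below 30% and not every replicate reaching it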;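 also: 0% = neutral control wells and 100% = L-leucinethiol positive control wells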
S100A4 inh HTS – inhibitors of S100A4-myosin IIA peptide binding, primary screen, biochemical, fluorescence polarization, TAMRA-MyoIIA peptide. Protein S100-A4 (Homo sapiens), P26447. inhibition, % at 10.7 µM. 360,000 tested, 0.14% active. AID 652163, 2013;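 active = mean inhibition of at least 70% across replicates, with every replicate also reaching that level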
Target sequence (P26447 whole entry, looked up): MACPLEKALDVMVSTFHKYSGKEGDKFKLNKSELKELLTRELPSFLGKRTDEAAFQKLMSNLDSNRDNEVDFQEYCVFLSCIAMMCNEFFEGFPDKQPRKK
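System – human S100A4 monomer protein, biochemical binding assay · Buffer or medium – Calcium-containing HEPES buffer, pH 7.2 · Timing – 5 min between mix addition and reading · Also added – TAMRA-labelled myosin IIA heavy-chain peptide probe, 5 nM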
RAD54 inh – inhibitors of human RAD54 branch migration, primary screen, biochemical, fluorescence, single point. DNA repair and recombination protein RAD54-like (Homo sapiens), Q92698. RAD54 Holliday junction branch migration, FAM/BHQ fluorescence. inhibition, % at 10.4 µM. 360,000 tested, 0.14% active. AID 602329, 2012;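 active = mean normalized replicate activity at least 40 and at least half of replicates scoring 40 or more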;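 also: 0% = median of neutral control wells and 100% = median of positive control wells; inhibitors cause a drop in the FAM fluorescence signal; in these data hits start at about 50%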
ERp5 block – inhibitors of ERp5-driven insulin aggregation, primary screen, biochemical, turbidity, absorbance 650 nm, single point; Protein disulfide-isomerase A6 (Homo sapiens), Q15084; 90 min; inhibition, % at 9.99 µM; 350,000 tested, 0.05% active;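 active = mean replicate inhibition above about 25%, with every replicate also reaching it, limit read from the data, passing the limit was not always enough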
Target sequence (Q15084 whole entry, looked up): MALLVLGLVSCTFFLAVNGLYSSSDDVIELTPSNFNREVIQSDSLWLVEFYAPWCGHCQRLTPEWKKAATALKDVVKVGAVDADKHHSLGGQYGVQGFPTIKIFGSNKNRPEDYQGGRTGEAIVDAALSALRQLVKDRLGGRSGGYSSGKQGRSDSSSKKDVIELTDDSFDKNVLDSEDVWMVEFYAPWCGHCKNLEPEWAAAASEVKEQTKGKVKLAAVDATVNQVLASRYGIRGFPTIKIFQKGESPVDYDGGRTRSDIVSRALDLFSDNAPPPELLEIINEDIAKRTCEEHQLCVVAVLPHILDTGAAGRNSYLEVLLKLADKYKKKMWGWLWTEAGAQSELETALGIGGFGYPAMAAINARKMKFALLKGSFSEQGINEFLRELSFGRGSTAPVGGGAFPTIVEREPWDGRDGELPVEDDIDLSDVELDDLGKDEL
Xi reactivation – activators of inactive X chromosome reactivation, primary screen, imaging, XiGFP fibroblasts, GFP high-content imaging, set 2; activation, % at 7.58 µM; 360,000 tested, 0.055% active; XiGFP mouse fibroblasts, % GFP-positive cells imaging, 3 d; cells co-treated with 5-aza-dC sensitizer; scaled so ellipticine positive control = 100%;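 active = mean normalized replicate activation at least 10% and every replicate at or above 10%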;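 also: 0% = median of on-plate neutral control wells and 100% = ellipticine 6 µM median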
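assay system = SV40-immortalized XiGFP fibroblast cells, line 68-5-11 | buffer or medium = DMEM plus 5-aza-dC sensitizer | doses = single-point pinned compound dosing | times = 3-day compound exposure, then 15 min fixation at room temperature | benchmarks = positive control ellipticine, 6 µM final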
RAD52 anneal inh – RAD52 DNA annealing inhibitors, primary screen, biochemical, FRET, single point, set 2; AID 651710, 2012; DNA repair protein RAD52 homolog (Homo sapiens), P43351; inhibition, % at 18.7 µM; recombinant RAD52 DNA annealing, FRET fluorescence; 360,000 tested, 0.46% active;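 active = every replicate showing at least 50% inhibition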
Target sequence (P43351 whole entry, looked up): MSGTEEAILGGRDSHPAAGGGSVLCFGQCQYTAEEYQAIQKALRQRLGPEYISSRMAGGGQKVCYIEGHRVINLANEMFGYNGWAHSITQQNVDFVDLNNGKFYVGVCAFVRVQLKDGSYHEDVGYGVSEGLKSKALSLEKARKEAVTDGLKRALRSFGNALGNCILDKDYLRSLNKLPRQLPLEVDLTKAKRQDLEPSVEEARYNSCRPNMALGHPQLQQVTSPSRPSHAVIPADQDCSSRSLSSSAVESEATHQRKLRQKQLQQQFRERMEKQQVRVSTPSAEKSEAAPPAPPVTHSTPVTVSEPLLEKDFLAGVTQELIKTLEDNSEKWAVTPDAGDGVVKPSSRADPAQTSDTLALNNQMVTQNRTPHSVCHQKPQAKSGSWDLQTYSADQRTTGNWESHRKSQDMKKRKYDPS
* marks the source's active call; other numbers are inactive results; & = joins results of further samples.

What do the screens show for `C[C@@H]1CN([C@@H](C)CO)C(=O)c2cccc(NC(=O)c3ccc(-c4nccs4)cc3)c2O[C@@H]1CN(C)S(=O)(=O)c1cccs1`?
E-sel inducer: 0.2; esBAF inh: 4; ERAP1 inh: -2; S100A4 inh HTS: 1; RAD54 inh: 2; ERp5 block: 7; Xi reactivation: 0.0; RAD52 anneal inh: -7

What do the screens show for `COCCN(CC(=O)Nc1cccc(C)c1C)C(=O)CN1C(=O)NC2(CCCCC2)C1=O`?
E-sel inducer: 0.1; esBAF inh: -4; ERAP1 inh: 45*; S100A4 inh HTS: -4; RAD54 inh: -4; ERp5 block: -1; Xi reactivation: 0.0; RAD52 anneal inh: -10

How did COc1ccccc1NC(=O)N(C)C[C@@H]1Oc2ncc(C#CCN(C)C)cc2C(=O)N([C@@H](C)CO)C[C@H]1C do in these assays?
E-sel inducer: 0.3; esBAF inh: -1; ERAP1 inh: -1; S100A4 inh HTS: -3; RAD54 inh: -22; ERp5 block: -1; Xi reactivation: -0.3; RAD52 anneal inh: 14

How did CCOCCCNC(=S)N1CCC(NC(=O)C2CCCCC2)CC1 do in these assays?
E-sel inducer: 1.8; esBAF inh: -5; S100A4 inh HTS: -1; ERp5 block: 1; Xi reactivation: 0.1; RAD52 anneal inh: -28

Results for CC(C)NC(=O)N(C)C[C@@H]1OCc2ccccc2-c2c(n(C)c3ccccc23)C(=O)N([C@@H](C)CO)C[C@@H]1C ?
E-sel inducer: 2.1; esBAF inh: -4; S100A4 inh HTS: 1; RAD54 inh: -5; ERp5 block: -3; Xi reactivation: 0.5&0.3; RAD52 anneal inh: -13

How did CC(C)(C)OC(=O)NCc1ccc(NC(=O)c2nc[nH]c2C(=O)N[C@@H](Cc2ccccc2)C(=O)OC(C)(C)C)cc1 do in these assays?
E-sel inducer: 0.4; esBAF inh: -10; RAD54 inh: 5; Xi reactivation: 0.1

What do the screens show for `CN(C)CCSc1nc(N)c2c3c(sc2n1)COC(C)(C)C3`?
esBAF inh: 7; ERAP1 inh: -4; S100A4 inh HTS: -2; RAD54 inh: 6; ERp5 block: 8; RAD52 anneal inh: -4

Results for Cc1ccc(S(=O)(=O)N2CCC(C(=O)Nc3ccccc3N3CCCC3)CC2)c(C)c1 ?
E-sel inducer: 3.9; esBAF inh: 3; ERAP1 inh: 1; S100A4 inh HTS: -3; ERp5 block: 6; Xi reactivation: 0.2; RAD52 anneal inh: -16

How did O=C(O)c1ccc(OS(=O)(=O)c2cccc(C(F)(F)F)c2)cc1 do in these assays?
esBAF inh: -4; ERAP1 inh: -2; S100A4 inh HTS: -1; RAD54 inh: -8; ERp5 block: 6; Xi reactivation: 0.8; RAD52 anneal inh: 10

Results for COC(=O)/C=C1\NCCNC1=O ?
ERAP1 inh: -2; S100A4 inh HTS: -3; Xi reactivation: 0.0; RAD52 anneal inh: -8

Results for CCCCCN(C(=O)CCC(=O)OCC(=O)N(C)Cc1ccccc1C)c1c(N)n(CCCC)c(=O)[nH]c1=O ?
esBAF inh: 0; ERAP1 inh: -6; S100A4 inh HTS: -12; RAD54 inh: -7; ERp5 block: 1; Xi reactivation: 0.1; RAD52 anneal inh: -2

Results for O=C(Cc1ccc(F)cc1)NCCS(=O)(=O)N1CCN(c2ccccc2)CC1 ?
esBAF inh: -7; ERAP1 inh: 0; S100A4 inh HTS: -24; RAD54 inh: 14; ERp5 block: 1; Xi reactivation: -0.1; RAD52 anneal inh: -11

What do the screens show for `CCCNC(=O)[C@H]1[C@H](CO)[C@H]2Cn3c(ccc(C4=CCCCC4)c3=O)[C@@H]1N2Cc1cocn1`?
E-sel inducer: -0.1; esBAF inh: 3; ERAP1 inh: -2; S100A4 inh HTS: 2; RAD54 inh: 2; ERp5 block: 0; Xi reactivation: 0.1; RAD52 anneal inh: 3

What do the screens show for `CN(C)C(=O)C[C@H]1CC[C@H]2[C@@H](COC[C@H](O)CN2CC2CC2)O1`?
E-sel inducer: 0.0; esBAF inh: 1; ERAP1 inh: -3; S100A4 inh HTS: 6; RAD54 inh: -3; ERp5 block: -3; Xi reactivation: 0.1; RAD52 anneal inh: -20

How did C[C@H]1CCCCO[C@H](CN(C)C(=O)CCCN(C)C)[C@@H](C)CN([C@@H](C)CO)C(=O)c2cc(NC(=O)Nc3ccccc3)ccc2O1 do in these assays?
E-sel inducer: 1.8; esBAF inh: 8; ERAP1 inh: 2; S100A4 inh HTS: 4; RAD54 inh: 9; ERp5 block: 3; Xi reactivation: 0.3; RAD52 anneal inh: 41

How did COc1ccc(NC(=O)C[C@H]2C(=O)N(c3ccc(OC)cc3)C[C@@H]2CSC)cc1 do in these assays?
E-sel inducer: 0.1; esBAF inh: -1; ERAP1 inh: 8; S100A4 inh HTS: -2; RAD54 inh: -4; ERp5 block: 5; Xi reactivation: 0.0; RAD52 anneal inh: -3

How did CC1(C(=O)NCCC#N)CCN1C(=O)c1ccccc1CCc1ccccc1 (configuration not stated) do in these assays?
E-sel inducer: 0.2; esBAF inh: -13; ERAP1 inh: -3; S100A4 inh HTS: -1; RAD54 inh: 1; ERp5 block: -2; Xi reactivation: 0.3; RAD52 anneal inh: -2

How did COc1ccc(N2CCN(C(=O)COC(=O)Cc3ccc(F)cc3)CC2)cc1 do in these assays?
E-sel inducer: 7.3; ERAP1 inh: 2; S100A4 inh HTS: -2; RAD54 inh: 14; ERp5 block: -4; Xi reactivation: 0.2; RAD52 anneal inh: -11

What do the screens show for `COc1ccc(S(=O)(=O)n2ccnc2C)c(C)c1C`?
E-sel inducer: 0.0; esBAF inh: 1; ERAP1 inh: -1; S100A4 inh HTS: -4; RAD54 inh: -13; ERp5 block: -1; Xi reactivation: 0.0; RAD52 anneal inh: -8

What do the screens show for `CCOC(=O)N1CCC(NC(=O)c2oc3c(C)c(C)ccc3c2C)CC1`?
E-sel inducer: -1.4; esBAF inh: 2; ERAP1 inh: -2; S100A4 inh HTS: 4; RAD54 inh: -6; ERp5 block: 2; Xi reactivation: 0.0; RAD52 anneal inh: -8

Results for C[C@@H]1CN([C@H](C)CO)S(=O)(=O)c2ccc(-c3ccncc3)cc2O[C@@H]1CN(C)Cc1cccnc1 ?
E-sel inducer: 0.7; esBAF inh: -1; ERAP1 inh: 0; S100A4 inh HTS: 20; RAD54 inh: 14; ERp5 block: 0; Xi reactivation: -0.1; RAD52 anneal inh: -4

What do the screens show for `O=C(NCCN1CCCC1)c1ccc2c(c1)N(Cc1ccccc1)C(=O)c1ccccc1S2(=O)=O`?
esBAF inh: -4; ERAP1 inh: 2; S100A4 inh HTS: -1; RAD54 inh: -7; ERp5 block: -2; Xi reactivation: 0.4; RAD52 anneal inh: 0

What do the screens show for `CCOC(=O)C(=O)NC(C)c1ccccc1` (configuration not stated)?
ERAP1 inh: -1; S100A4 inh HTS: 14; ERp5 block: -1; Xi reactivation: 0.1; RAD52 anneal inh: -13

What do the screens show for `N=c1n(CCCOc2ccccc2Cl)c2ccccc2n1CC(N)=O`?
E-sel inducer: 1.1; esBAF inh: 2; ERAP1 inh: -1; S100A4 inh HTS: 2; ERp5 block: 4; Xi reactivation: 0.1; RAD52 anneal inh: 2

Results for COc1cc(-c2coc3c(C(=O)Nc4ccc(C(C)C)cc4)cccc23)ccc1O ?
E-sel inducer: 0.0; esBAF inh: 3; ERAP1 inh: 1; S100A4 inh HTS: 3; RAD54 inh: 10; ERp5 block: 4; Xi reactivation: 0.3; RAD52 anneal inh: -3

What do the screens show for `O=[N+]([O-])c1ccc(CN2CCN(Cc3c[nH]c4ccccc34)CC2)cc1`?
ERAP1 inh: 8; S100A4 inh HTS: 6; ERp5 block: 0; Xi reactivation: 0.0; RAD52 anneal inh: -1

What do the screens show for `C[C@@H]1CN([C@H](C)CO)C(=O)c2cc(NC(=O)Nc3cccc4ccccc34)ccc2O[C@@H](C)CCCCO[C@@H]1CN(C)Cc1ccccc1`?
esBAF inh: -1; ERAP1 inh: 0; S100A4 inh HTS: -2; RAD54 inh: -9; ERp5 block: 2; Xi reactivation: 0.4; RAD52 anneal inh: 4

How did O=C(CCCSc1nc2ccccc2[nH]1)Nc1nnc(C2CC2)s1 do in these assays?
esBAF inh: -4; ERAP1 inh: -1; S100A4 inh HTS: -2; RAD54 inh: 0; ERp5 block: 0; Xi reactivation: 0.6; RAD52 anneal inh: -34

What do the screens show for `COc1ccc(C2c3[nH]c4ccccc4c3CCN2C(=O)c2ccc(=O)n(C)n2)c(F)c1` (configuration not stated)?
ERAP1 inh: 1; S100A4 inh HTS: -4; ERp5 block: 5; Xi reactivation: 0.0; RAD52 anneal inh: -33

Results for O=C(Nc1nnc(S(=O)(=O)N2CCCCCC2)s1)c1ccc(Cl)cc1 ?
esBAF inh: -8; ERAP1 inh: 2; S100A4 inh HTS: -1; RAD54 inh: 8; ERp5 block: -1; Xi reactivation: 0.0; RAD52 anneal inh: -11

How did COc1cc(C(=O)ONC(=O)c2ccc(OC(F)F)cc2)cc(OC)c1OC do in these assays?
esBAF inh: -2; ERAP1 inh: -3; S100A4 inh HTS: 60; RAD54 inh: -8; ERp5 block: 4; Xi reactivation: 0.3; RAD52 anneal inh: -2

How did O=C(C1CCCC1)N1CC[C@H]2[C@H](CO)Nc3ccc(C4=CCCCC4)cc3[C@H]21 do in these assays?
E-sel inducer: 0.2; ERAP1 inh: 5; S100A4 inh HTS: -12; ERp5 block: -1; Xi reactivation: 0.2; RAD52 anneal inh: -7

Already shown: 4 of the compounds above.
Results for C[C@@H]1CN([C@H](C)CO)S(=O)(=O)c2ccc(-c3ccncc3)cc2O[C@@H]1CN(C)Cc1cccnc1 ?
E-sel inducer: 0.7; esBAF inh: -1; ERAP1 inh: 0; S100A4 inh HTS: 20; RAD54 inh: 14; ERp5 block: 0; Xi reactivation: -0.1; RAD52 anneal inh: -4

What do the screens show for `O=C(NCCN1CCCC1)c1ccc2c(c1)N(Cc1ccccc1)C(=O)c1ccccc1S2(=O)=O`?
esBAF inh: -4; ERAP1 inh: 2; S100A4 inh HTS: -1; RAD54 inh: -7; ERp5 block: -2; Xi reactivation: 0.4; RAD52 anneal inh: 0

What do the screens show for `CCOC(=O)C(=O)NC(C)c1ccccc1` (configuration not stated)?
ERAP1 inh: -1; S100A4 inh HTS: 14; ERp5 block: -1; Xi reactivation: 0.1; RAD52 anneal inh: -13

What do the screens show for `N=c1n(CCCOc2ccccc2Cl)c2ccccc2n1CC(N)=O`?
E-sel inducer: 1.1; esBAF inh: 2; ERAP1 inh: -1; S100A4 inh HTS: 2; ERp5 block: 4; Xi reactivation: 0.1; RAD52 anneal inh: 2
